E coli Lon inh: E. coli protease La inhibition. AID 602123. inhibition, % at 7.94 µM. P0A9M0. 0.42% of 360,000 active. purified E. coli Lon protease, fluorescence polarization; in the data active = inhibition above about 13%, passing the limit was not always enough;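 also: 0% = enzyme with probe and DMSO and 100% = no enzyme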
Rpn11 inh: Rpn11 (human) deubiquitinase inhibition. O00487. human 26S proteasome, Ub4-pepOG fluorescence polarization; 20S core pre-blocked with epoxomicin. calls only at 20 µM. 0.59% of 360,000 active. AID 588493;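 active = inhibition at 20 µM, scaled to each plate's controls, above about 33%, limit read from the data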
Target sequence (O00487 whole entry, looked up): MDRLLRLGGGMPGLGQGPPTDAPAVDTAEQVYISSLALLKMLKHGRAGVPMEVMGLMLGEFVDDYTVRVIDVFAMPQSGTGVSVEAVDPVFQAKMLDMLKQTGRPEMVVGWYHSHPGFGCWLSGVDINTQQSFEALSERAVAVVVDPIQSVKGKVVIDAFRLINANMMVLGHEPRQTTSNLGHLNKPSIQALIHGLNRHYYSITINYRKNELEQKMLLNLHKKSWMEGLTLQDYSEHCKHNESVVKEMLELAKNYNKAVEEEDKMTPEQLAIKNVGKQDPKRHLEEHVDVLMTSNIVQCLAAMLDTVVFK
CSN deneddyl inh: blocks human CSN-mediated cullin deneddylation | Q92905 | AID 651999 | inhibition, % at 12.5 µM | 0.38% of 360,000 active | Purified CSN, SCF-Nedd8-OG deneddylation, fluorescence polarization;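 active = pattern-corrected inhibition above about 35%, with an unprinted fluorescence ratio check between 0.5 and 1.5, limit read from the data, passing the limit was not always enough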;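 also: 0% = enzyme with substrate and 100% = substrate without enzyme; some results filed as inactive read as strong as hits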
Target sequence (Q92905 whole entry, looked up, one chain of several): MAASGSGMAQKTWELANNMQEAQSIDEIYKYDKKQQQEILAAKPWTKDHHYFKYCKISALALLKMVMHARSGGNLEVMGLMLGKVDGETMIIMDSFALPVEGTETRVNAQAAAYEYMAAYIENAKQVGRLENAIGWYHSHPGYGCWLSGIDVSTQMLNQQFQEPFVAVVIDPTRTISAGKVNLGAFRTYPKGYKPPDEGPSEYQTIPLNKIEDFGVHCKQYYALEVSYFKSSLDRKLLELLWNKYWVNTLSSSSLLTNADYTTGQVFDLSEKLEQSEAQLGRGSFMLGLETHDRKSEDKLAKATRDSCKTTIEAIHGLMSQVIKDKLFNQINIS
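Assay system: purified human Csn5 enzyme expressed in HEK293T cells; Input: 0.24 nM Csn5 enzyme, final concentration; Reagent: 10 nM SCFSkp2-Nedd8OG; Compound dosing: 12.5 µM single point; Times: reaction 90 min, room temperature; Technique: fluorescence polarization readout.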
MT1-MMP act inh: MT1-MMP (human) activation inhibition. 0.061% of 360,000 active. HT1080 RFP-PRO-GFP cells, GFP/RFP ratio fluorescence, overnight; percent of plate control window, DMSO zero. GFP/RFP ratio change, % at 20 µM. P50281. AID 651647;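 active = GFP/RFP ratio change of at least 30% with cell ATP level not reduced by more than half and red fluorescence within 50% of control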; also: strong numbers were not always called active
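Test system: HT1080 cells expressing an RFP-PRO-GFP fluorescent reporter construct / Compound dosing: single-point 20 µM compound, 1% DMSO / Schedule: cells overnight before dosing, compound overnight, 37 °C, 5% CO2 / Evaluation: GFP/RFP fluorescence ratio / Control set: DMSO and RFP-L50D-GFP cell wells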
Rin1 Abl inh: human Rin1-Abl interaction inhibition; TR-FRET Rin1/Abl binding, biochemical; inhibition, % at 7.35 µM; 0.4% of 360,000 active; P00519+Q13671; in the data active = inhibition above about 5%, passing the limit was not always enough
bovine MsrA act: bovine methionine sulfoxide reductase A activation; purified bovine MsrA, absorbance read-out; activation, % at 10.6 µM; 0.3% of 360,000 active; AID 602163; in the data active = activation above about 7.5%;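 also: 0% = vehicle and 100% = reference activator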
PABP1 MLLE inh: inhibitors of microRNA-mediated deadenylation, human PABP1 MLLE binding; P11940; GST-MLLE / FITC-PAM2 fluorescence polarization; inhibition, % at 20 µM; 0.36% of 360,000 active; AID 588489; in the data active = inhibition above about 35%, passing the limit was not always enough;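 also: plate controls were DMSO wells with GST-MLLE for no effect and wells lacking GST-MLLE protein for full effect; some results filed as inactive read as strong as hits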
FAS-TE inh: blocks the thioesterase domain of human fatty acid synthase | recombinant FAS-TE, OMFH fluorogenic substrate, fluorescence endpoint | 0.67% of 360,000 active | inhibition, % at 15 µM;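 active = compounds whose normalised, plate-corrected inhibition of enzyme fluorescence in the single-dose primary screen is 50% or more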;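 also: 0% = DMSO with enzyme and 100% = substrate without enzyme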
MsrA inh: inhibits bovine methionine sulfoxide reductase A; 0.75% of 360,000 active; purified bovine MsrA, absorbance read-out; inhibition, % at 15.5 µM; in the data active = inhibition above about 4.5%;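 also: 0% = vehicle wells with enzyme and 100% = reference inhibitor wells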
The depositor's hits bear a star; i = inactive; / = no result given.

SMILES | E coli Lon inh | Rpn11 inh | CSN deneddyl inh | MT1-MMP act inh | Rin1 Abl inh | bovine MsrA act | PABP1 MLLE inh | FAS-TE inh | MsrA inh
COc1ccc([C@H]2CC(=O)C=C(c3ccc(Cl)c(C(F)(F)F)c3)C2)cc1OC | 5 | i | -2 | -1 | 2 | -9 | 2 | 27 | 0.7
COCCCn1c(C(=O)N2CCOCC2)cc2c(=O)n3cccc(C)c3nc21 | 1 | i | 3 | 0 | -5 | -2 | 6 | 2 | 2.4
Cc1cccc2c1-c1sc(C(=O)N3CCc4ccccc4C3)cc1CO2 | 2 | i | 3 | 2 | 0 | -3 | 0 | 17 | 0.1
CC(C)(C)C(=O)CSc1nc2ncc(Br)cc2[nH]1 | 1 | i | 1 | -3 | 0 | -3 | -63 | -6 | -1.9
Cc1cc(C)c(S(=O)(=O)N(C)c2ccccc2)c(C)c1 | 7 | i | 4 | 0 | 0 | -1 | -9 | 15 | -1.5
N/C(=N\OC(=O)c1ccc(Cl)c([N+](=O)[O-])c1)c1ccccc1 | -7 | i | 0 | 2 | 3 | 3 | -12 | 22 | 0.4
CNc1ccc(/C=C(\C#N)C(=O)Nc2ccccn2)cc1[N+](=O)[O-] | 0 | / | 81 | 8 | -3 | -9 | -58 | -21 | 0.8
CC(C)c1ccc(NC(=O)C2CCN(C(=O)[C@@H]3Cc4ccccc4CN3)CC2)cc1 | -1 | i | 6 | 6 | -3 | -10 | 20 | -5 | -0.7
CC(C)(C)OC(=O)NN1CC(=O)N2Cc3[nH]c4ccccc4c3C[C@H]2C1=O | 1 | i | 2 | 5 | 4 | -2 | -8 | -5 | 0.0
Cc1ccc(/C=N/NC(=O)NN(C)c2ncc(C(F)(F)F)cc2Cl)cc1 | -4 | i | 6 | 0 | 3 | -3 | 7 | 3 | 0.0
CCSc1nnc(NC(=O)C(C)Sc2nc3ccccc3[nH]2)s1 (configuration not stated) | 18 | i | -4 | -3 | 1 | -13 | -43 | -9 | 1.4
CCN(CC)CCNC(Cc1ccccc1)c1cccc(OC)c1 (configuration not stated) | -16 | i | 2 | 2 | 2 | 0 | 1 | -4 | -0.6
O=C(c1cccc(S(=O)(=O)NCCOc2ccccc2)c1)N1CCN(c2ncccn2)CC1 | 1 | i | 4 | 7 | 0 | -2 | 10 | 0 | 0.6
Cc1noc(C)c1CSc1ncnc2sc(C)c(C)c12 | -7 | i | 1 | 3 | 0 | -1 | 1 | 14 | 0.2
O=C(CN1C(=O)c2cccc3cccc1c23)N1CCN(c2ccccc2)CC1 | 1 | i | 2 | -5 | 0 | -4 | 8 | -4 | 1.8
CC(C)C(=O)Nc1nnc(Sc2ccc(N(C)C)cc2)s1 | -6 | i | 5 | 1 | 3 | -3 | 14 | -7 | -1.1
Cc1ccc(Cn2ccc(=O)c(OCc3c(Cl)cccc3Cl)c2C)cc1 | 9 | i | -3 | -11 | -1 | 6 | -20 | 20 | 1.6
COc1ccc(S(=O)(=O)N2CCN(C(=O)CCSc3ccccc3)CC2)cc1 | -6 | i | 0 | 2 | 3 | -5 | 4 | 11 | 0.5
CCOCc1cn(CC(=O)c2ccc([N+](=O)[O-])cc2)c(C)nc1=N | 5 | i | 1 | 1 | 2 | 3 | 11 | -3 | 0.9
O=C(Nc1ccc2c(c1)OCCO2)c1ccccc1 | -4 | i | -2 | 3 | 0 | -4 | -6 | 1 | /
O=C(Nc1ccc2c(c1)OCCO2)N1CCN(Cc2ccccc2)CC1 | 8 | i | -3 | 1 | -3 | -2 | 1 | -2 | 0.3
COc1ccc(-c2nc3c4ccccc4ccn3c2Cc2ccsc2)cc1OC | -10 | i | 3 | -6 | 3 | -4 | -4 | 9 | 0.1
CC1(C(=O)NCCCNc2ncc(C(F)(F)F)cc2Cl)C=CCN1C(=O)c1ccccc1 (configuration not stated) | -6 | i | -3 | 1 | 1 | -1 | -4 | -1 | -0.5
N#C/C(=C\c1ccc2c(c1)OCCO2)C(=O)Nc1ccc(C(=O)O)cc1 | -5 | i | -1 | 3 | -2 | -1 | 4 | 2 | 1.4
Cc1ccc(NC(=O)COC(=O)CNC(=O)c2cccc([N+](=O)[O-])c2)cc1S(=O)(=O)N1CCCCCC1 | -22 | i | -4 | 2 | -3 | -1 | -22 | -9 | 0.6
CN(CC1COc2ccccc2O1)C(=O)c1cccc(S(=O)(=O)N2CCCC2)c1 (configuration not stated) | 1 | i | -4 | 8 | -2 | -11 | -9 | 4 | -0.3
O=C(c1ccc2c(c1)N(Cc1ccccc1F)C(=O)c1ccccc1S2(=O)=O)N1CCCC1 | 0 | i | 7 | -4 | 0 | 4 | -6 | 1 | -0.2
COc1ccc(Cl)cc1NC(=O)Nc1ccccc1SC | -1 | i | 6 | 0 | 1 | -3 | -10 | -1 | 1.9
COCCCn1c(=O)c2sccc2n(Cc2cc(C(=O)OC)ccc2OC)c1=O | -2 | i | -1 | 2 | 1 | -4 | 3 | 2 | 1.0
CC(C)(C)OC(=O)N1CCC[C@H]1C(=O)N1CCC[C@H]1C(=O)NCc1ccc(F)cc1F | -2 | / | 0 | 4 | / | -3 | / | -15 | -0.1
CCOc1cccc(CNc2nnnn2C)c1 | 3 | i | 1 | 0 | -3 | -2 | 12 | -3 | 0.3
Cn1cc(CN2CCC(C(O)c3cccs3)CC2)c(-c2ccccc2F)n1 (configuration not stated) | 1 | i | 3 | 7 | 4 | -7 | 22 | -6 | 0.6
Cc1c(NC(=O)C(C)SC(=S)N2CCCC2)c(=O)n(-c2ccccc2)n1C (configuration not stated) | 2 | i | -3 | 0 | 5 | -2 | 18 | -3 | 0.0
Cc1nc(Nc2ccc(C(=O)O)cc2)sc1-c1ccccc1 | 0 | i | 0 | 1 | -1 | -3 | -4 | -4 | 1.5
COc1ccc(N2CCN(C(=O)CN3C(=O)NC(c4ccc(OC)cc4)(c4ccc(OC)cc4)C3=O)CC2)cc1 | 1 | i | 3 | -6 | 0 | -6 | -22 | 15 | 0.4
O=C(COC(=O)c1ccc(C(F)(F)F)cc1)Nc1cccc(S(=O)(=O)NC2=NCCCCC2)c1 | -10 | i | 1 | 0 | 2 | 1 | -1 | 9 | -0.2
CC(=O)NC(c1ccco1)c1cc(Cl)c2cccnc2c1O (configuration not stated) | 3 | i | 1 | 5 | 11* | 0 | 3 | 11 | -1.0
Cc1cc(C)c(C#N)c(SCc2ccccc2F)n1 | 2 | i | 1 | -1 | 1 | -1 | 1 | 27 | -1.0
CCCCN(C(=O)CSc1nnnn1-c1ccccc1OC)C1CCS(=O)(=O)C1 (configuration not stated) | 3 | i | 0 | 4 | -2 | -7 | 6 | -4 | 0.8
COc1ccc(C2CC(O)(c3ccccc3)Oc3cc(OC)ccc32)cc1 (configuration not stated) | 5 | i | -6 | -5 | 3 | -5 | 8 | 32 | 1.0
Cn1c(CSCc2ccc(F)cc2)n[nH]c1=S | 1 | i | -4 | -2 | 0 | -3 | -9 | -6 | 1.1
N#C/C(=C(/O)CSc1ccccn1)c1nc2ccccc2s1 | -11 | i | 10 | -5 | -3 | -2 | 14 | -3 | 1.5
O=C(/C=C/c1ccc(F)cc1)N1CCCc2ccccc21 | 4 | i | -3 | -2 | 1 | -6 | 5 | 8 | -0.5
C[C@H](CO)N1C[C@H](C)[C@@H](CN(C)C(=O)Nc2cc(F)ccc2F)Oc2ncc(-c3cccc(F)c3)cc2C1=O | 2 | i | 0 | -2 | 2 | -8 | -20 | 24 | 1.1
NC(=O)c1ccc(NC(=O)COc2cccc3c2CCNC3=O)cc1 | -8 | i | 6 | 0 | 2 | -8 | 3 | -6 | -1.1
CC(C)C[C@H]1CN([C@@H](Cc2ccccc2)CN2CCC[C@H]2CN2C(=O)C(=O)NC[C@@H]2Cc2ccc(O)cc2)C(=O)C(=O)N1CC1CCCCCC1 | -3 | / | 0 | -5 | / | -3 | / | 14 | 2.8
CN(CC(=O)NCCc1ccc(S(N)(=O)=O)cc1)CC(=O)Nc1ccc(Cl)cc1 | 5 | i | 2 | 0 | 3 | -4 | -53 | -6 | 0.3
COc1cc(CNn2cnnc2)ccc1OCC(=O)NC1CCCCC1 | 1 | i | -3 | 2 | -3 | 0 | 8 | -3 | 0.4
C[C@H](CO)N1C[C@H](C)[C@@H](CN(C)C(=O)Nc2ccc3c(c2)OCO3)Oc2c(NS(=O)(=O)c3cn(C)cn3)cccc2C1=O | 0 | i | 0 | 3 | 3 | -3 | 6 | -3 | 0.8
COc1ccccc1N(C)S(=O)(=O)c1ccc(C(=O)N2CCCc3ccccc32)cc1 | 1 | i | -4 | -11 | -1 | -3 | 17 | 20 | -0.7

(next part)
SMILES | E coli Lon inh | Rpn11 inh | CSN deneddyl inh | MT1-MMP act inh | Rin1 Abl inh | bovine MsrA act | PABP1 MLLE inh | FAS-TE inh | MsrA inh
CSc1ccccc1NC(=S)Nc1cc(C)cc(C)c1 | 2 | i | 4 | -2 | -1 | -4 | 24 | 2 | 0.5
Cc1ccccc1C(=O)N/N=C/c1cccc2ccccc12 | 2 | i | 2 | 0 | 2 | -3 | -5 | 5 | 1.0
C=CCNC(=S)Nc1ccc(N(C)C)cc1 | 2 | i | 0 | 0 | -2 | -3 | -4 | -5 | 0.8
Cc1nn(C)c(Cl)c1C(=O)NCC(=O)NCc1ccccc1 | 6 | i | -8 | 1 | -4 | -1 | 2 | -3 | -0.8
COc1cccc(C(NC(C)=O)c2nc(-c3cccnc3)cs2)c1 (configuration not stated) | -11 | i | 1 | -5 | 1 | -1 | 7 | -7 | -0.6

Filtered by structure, the compounds so far containing two or more sulfur atoms
SMILES | E coli Lon inh | Rpn11 inh | CSN deneddyl inh | MT1-MMP act inh | Rin1 Abl inh | bovine MsrA act | PABP1 MLLE inh | FAS-TE inh | MsrA inh
CCSc1nnc(NC(=O)C(C)Sc2nc3ccccc3[nH]2)s1 (configuration not stated) | 18 | i | -4 | -3 | 1 | -13 | -43 | -9 | 1.4
Cc1noc(C)c1CSc1ncnc2sc(C)c(C)c12 | -7 | i | 1 | 3 | 0 | -1 | 1 | 14 | 0.2
CC(C)C(=O)Nc1nnc(Sc2ccc(N(C)C)cc2)s1 | -6 | i | 5 | 1 | 3 | -3 | 14 | -7 | -1.1
COc1ccc(S(=O)(=O)N2CCN(C(=O)CCSc3ccccc3)CC2)cc1 | -6 | i | 0 | 2 | 3 | -5 | 4 | 11 | 0.5
Cc1c(NC(=O)C(C)SC(=S)N2CCCC2)c(=O)n(-c2ccccc2)n1C (configuration not stated) | 2 | i | -3 | 0 | 5 | -2 | 18 | -3 | 0.0
CCCCN(C(=O)CSc1nnnn1-c1ccccc1OC)C1CCS(=O)(=O)C1 (configuration not stated) | 3 | i | 0 | 4 | -2 | -7 | 6 | -4 | 0.8
Cn1c(CSCc2ccc(F)cc2)n[nH]c1=S | 1 | i | -4 | -2 | 0 | -3 | -9 | -6 | 1.1
N#C/C(=C(/O)CSc1ccccn1)c1nc2ccccc2s1 | -11 | i | 10 | -5 | -3 | -2 | 14 | -3 | 1.5
CSc1ccccc1NC(=S)Nc1cc(C)cc(C)c1 | 2 | i | 4 | -2 | -1 | -4 | 24 | 2 | 0.5

Compound activity: PubChem BioAssay, several laboratories
